# Source: PubChem (National Center for Advancing Translational Sciences (NCATS))
# S-ASM inh – human S-ASM enzyme inhibition. Potency, µM (highest dose often 57.5 µM), inactives show at the highest dose activity change, negative = inhibition, most hits filed as inhibitors. placental ASM, HMU-PC fluorogenic substrate, 60 min. P17405. AID 504937. actives 0.006% (n = 340,000); also: potency is read from the fitted curve at half-maximal effect
#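 qHTS format. ASM enzyme prepared from human placenta hydrolyses the fluorogenic substrate HMU-PC0 (9 uM final) over 60 min at 37 °C after a 10 min compound preincubation.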
# PKM2 activator – activators of human pyruvate kinase M2 | P14618 | purified PKM2, Kinase-Glo ATP luminescence, activation; response scale: 0% is enzyme alone, no compound | Potency, µM (highest dose often 57.5 µM), without a hit: at the top dose activation, hits mostly activators | actives 0.34% (n = 260,000); also: potency is read from the fitted curve at half-maximal effect; % is scaled to controls: 0 for no effect and ±100 for the full control effect; nearly all actives have a fitted effect of over 55% in size
#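 Purified hPK-M2 (>95%) run at intermediate activity with 0.1 mM ADP and 0.5 mM PEP in 50 mM imidazole pH 7.2, KCl, MgCl2; 1 h room temperature. ATP formed read by Kinase-Glo luminescence; normalized to uninhibited and no-enzyme controls.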
# Mito fusion act – inhibitors of mitochondrial division or activators of mitochondrial fusion. AID 485298. actives 0.23% (n = 320,000). S. cerevisiae fusion-defective mutant growth rescue, CellTiterGlo 48 h. Potency, µM (top dose mostly 46.1 µM), for the others: top-dose growth rescue (activation), most hits filed as activators;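 also: potency is read from the fitted curve at half-maximal effect; % of control where 0% means no effect; nearly all actives have a fitted effect of over 45% in size; temperature-sensitive fusion mutants such as fzo1-1 at 37 °C on non-fermentable ethanol glycerol medium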
#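 Temperature-sensitive fusion-defective S. cerevisiae (e.g. fzo1-1, mgm1-5) were grown with compound in YPEG medium (3% ethanol, 3% glycerol) for 48 hours at 37C. Growth rescue was measured as viability by CellTiterGlo luminescence after 10 minutes at ambient.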
# MBNL1-CUG inh – blocks human MBNL1 binding to CUG repeat RNA. TR-FRET MBNL1-His/biotin-(CUG)12 binding, 665/545 ratio. Potency, µM (series often up to 57.5 µM), for inactives: at the highest dose activity change, negative = inhibition, usual class: inhibitors. actives 0.036% (n = 280,000). Q9NR56; active = well fitted inhibition curve with a large enough effect in the signal ratio, with a control signal flat, not every such curve was filed as active; inconclusive = small, poorly fitted or top-dose-only effect, or effect the other way, or a change in a side signal; inactive = no such curve, though single readings can be large or run the other way; the % refers to the signal ratio; also: potency is read from the fitted curve at half-maximal effect; % is scaled to controls: 0 for no effect and ±100 for the full control effect
# Target sequence (Q9NR56 whole entry, looked up): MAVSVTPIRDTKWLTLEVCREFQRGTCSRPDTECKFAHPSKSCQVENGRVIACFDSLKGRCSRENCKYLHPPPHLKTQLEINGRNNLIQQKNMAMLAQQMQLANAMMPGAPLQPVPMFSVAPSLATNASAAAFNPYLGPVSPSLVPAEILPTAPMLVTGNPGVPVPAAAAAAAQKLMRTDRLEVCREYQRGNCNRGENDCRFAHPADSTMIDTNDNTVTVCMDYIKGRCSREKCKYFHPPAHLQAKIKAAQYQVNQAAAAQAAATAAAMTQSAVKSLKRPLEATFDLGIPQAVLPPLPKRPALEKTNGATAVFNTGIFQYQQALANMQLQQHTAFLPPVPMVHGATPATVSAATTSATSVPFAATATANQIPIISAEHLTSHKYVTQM
#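 TR-FRET between His-tagged MBNL1 and biotin-(CUG)12 RNA, detected with Tb anti-His antibody (0.055 ng/ul) and streptavidin-XL665 (5 nM), 60 min at room temperature. Compounds titrated 92 nM to 58 uM; 665/545 nm ratio normalized to buffer and complex controls.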
# hERG WT inh – KCNH2 (human, wildtype) channel inhibition | Q12809 | U2OS, BacMam KCNH2, thallium flux FluxOr; active compounds read low | activity change, % at 1.84 µM | actives 0.37% (n = 340,000);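 active = maximum activity change below -70%; inconclusive = maximum activity change between -70% and -50%; inactive = maximum activity change above -50%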; also: % is scaled to controls: 0 for no effect and ±100 for the full control effect
#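 U2OS cells were transduced with wild-type KCNH2 virus (2.03 x 10^8 / mL) for 4 h at room temperature, then cultured overnight at 37 C. Thallium flux was read with FluxOr dye. Rate constants were normalized to DMSO controls.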
# Menin MLL FP TR – displaces Texas Red mutant MLL peptide from human menin. actives 0.23% (n = 270,000). O00255. AID 1768. Potency, µM (top dose mostly 61.6 µM), without a hit: at the top dose FP activity change, negative = inhibition, most hits filed as inhibitors. Menin + Texas Red MLL mutant peptide, fluorescence polarization; active = well fitted inhibition curve with a large enough effect in the polarisation, with a control signal flat, not every such curve was filed as active; inconclusive = small, poorly fitted or top-dose-only effect, or effect the other way, or a change in a side signal; inactive = no such curve, though single readings can be large or run the other way; the % refers to the polarisation; also: potency is read from the fitted curve at half-maximal effect; % of control where 0% means no effect; many of its hits are not listed in these tables
# Eya2 phos inh – Eya2 (human) phosphatase inhibition; O00167; recombinant Eya2, OMFP fluorescence dephosphorylation (OMFP is methylfluorescein phosphate); Potency, µM (top dose mostly 76.9 µM), without a hit: at the highest dose activity, negative = inhibition, hits mostly inhibitors; actives 0.006% (n = 330,000); also: potency is read from the fitted curve at half-maximal effect; % is scaled to controls: 0 for no effect and ±100 for the full control effect
#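 Eya2 (0.2 uM) preincubated 10 min at ambient with compound, then OMFP substrate added at 50 uM; 10 min reaction in 50 mM HEPES pH 7.5, 50 mM NaCl, 5 uM MgCl2, 0.05% BSA, 1 mM DTT. Fluorescence read at Ex 485/Em 525 nm.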
# BCR signal inh – chronic active BCR signaling inhibition | ABC-DLBCL IkBa-CBG/CBR reporter, luminescence ratio, 4 h | Potency, µM (highest dose often 46.1 µM), for inactives: top-dose ratio change, negative = lower green/red ratio, usual class: inhibitors | actives 0.05% (n = 340,000) | AID 493014; active = well fitted inhibition curve with a large enough effect in the signal ratio, with a control signal flat, not every such curve was filed as active; inconclusive = small, poorly fitted or top-dose-only effect, or effect the other way, or a change in a side signal; the % refers to the signal ratio;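 also: potency is read from the fitted curve at half-maximal effect; plate controls were basal doxycycline-induced cells for no effect and cells given 10 µM MG132 for full effect; MG132 reads +100%, hits lower the ratio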
#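 Concentration-response series (up to 46 uM) were applied to TMD8 dual-reporter cells for 4 h at 37C with doxycycline. Green/red ratio, after filter-overlap correction, defined %Activity; red signal alone was normalised to basal cells and zero luminescence.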
# USP2a block – USP2a (human) protease inhibition; O75604; USP2 core, Ub-CHOP2 coupled fluorogenic reporter, 485/531; Potency, µM (top dose mostly 38.3 µM), for inactives: top-dose activity change, negative = inhibition, most hits filed as inhibitors; actives 0.01% (n = 330,000);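 also: potency is read from the fitted curve at half-maximal effect; plate controls were DMSO wells for no effect and full inhibition by NEM control for full effect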
#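 Cell-free coupled assay: 10nM USP2 core preincubated 30min RT with compound in Tris-HCl pH 8.0/CaCl2/CHAPS buffer, then 25nM Ub-CHOP2 and 25nM reporter substrate; fluorescence (Ex 485/Em 531) read after 60min RT, normalized to NEM inhibition, concentration-response curves fitted.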
# GALK inh – inhibitors of human galactokinase | P51570 | Purified GALK, Kinase-Glo residual ATP luminescence | Potency, µM (top dose mostly 57.5 µM), for inactives: at the top dose activity change, negative = inhibition, usual class: inhibitors | actives 0.007% (n = 270,000); also: potency is read from the fitted curve at half-maximal effect; % is scaled to controls: 0 for no effect and ±100 for the full control effect
#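 GALK at 5 nM final was combined with compound, 35 uM ATP and 100 uM galactose in HEPES pH8.0 with MgCl2 and DTT. The reaction ran one hour at room temperature before luminescent ATP detection.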
# TSHR antag – antagonists of human thyroid stimulating hormone receptor; actives 0.2% (n = 330,000); TSHR-expressing cells, TSH-stimulated cAMP HTRF, 2 h; active compounds read low; P16473; AID 504810; activity change, negative = inhibition, % at 11.5 µM;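 active = activity change below a set negative limit, meaning inhibition stronger than a set level, cut at about -70% in these data; inconclusive = activity change between two set negative limits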; also: % is scaled to controls: 0 for no effect and ±100 for the full control effect
# Target sequence (P16473 whole entry, looked up): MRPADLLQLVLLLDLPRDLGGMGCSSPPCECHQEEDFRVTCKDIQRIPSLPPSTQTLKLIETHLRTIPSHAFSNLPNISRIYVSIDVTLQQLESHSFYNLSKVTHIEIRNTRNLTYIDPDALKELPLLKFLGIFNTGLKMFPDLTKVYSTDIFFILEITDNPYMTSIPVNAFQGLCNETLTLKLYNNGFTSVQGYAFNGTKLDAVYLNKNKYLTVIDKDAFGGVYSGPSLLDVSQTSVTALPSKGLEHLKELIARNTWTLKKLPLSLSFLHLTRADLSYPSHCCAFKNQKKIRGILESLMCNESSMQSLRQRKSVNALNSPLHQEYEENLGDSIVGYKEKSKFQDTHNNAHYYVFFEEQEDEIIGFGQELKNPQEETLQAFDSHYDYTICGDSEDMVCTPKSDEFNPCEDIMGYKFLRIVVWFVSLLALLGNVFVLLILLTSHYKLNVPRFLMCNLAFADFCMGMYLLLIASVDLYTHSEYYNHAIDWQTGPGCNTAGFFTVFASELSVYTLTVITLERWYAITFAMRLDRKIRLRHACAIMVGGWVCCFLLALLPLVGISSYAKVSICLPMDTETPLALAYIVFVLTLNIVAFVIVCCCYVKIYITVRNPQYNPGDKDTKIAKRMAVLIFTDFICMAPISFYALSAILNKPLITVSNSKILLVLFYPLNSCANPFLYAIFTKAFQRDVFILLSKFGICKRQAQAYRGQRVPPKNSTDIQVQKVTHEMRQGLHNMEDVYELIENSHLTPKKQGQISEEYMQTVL
#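 TSHR-expressing cells, 200/well, pre-treated with compound, then stimulated with EC80 TSH (4nM final) for 2 hours at 37 deg C. cAMP measured by competitive HTRF: anti-cAMP cryptate antibody in lysis buffer plus cAMP-d2, read after 30 minutes at room temperature.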
# * marks the source's active call; other numbers are inactive results; ? = inconclusive; . = not tested or not shown; [ ] = dose if it differs, or a comment. Unless noted, calls follow the shape of the dose curve; as a rule, active = well fitted curve in the direction sought with a large enough effect; inconclusive = small, poorly fitted or top-dose-only effect, or another doubt; inactive = no such curve, though single readings can be large; an effect the other way counts as inactive or inconclusive. Some of the compounds tested (hit frequency here may not be typical).
SMILES,S-ASM inh,PKM2 activator,Mito fusion act,MBNL1-CUG inh,hERG WT inh,Menin MLL FP TR,Eya2 phos inh,BCR signal inh,USP2a block,GALK inh,TSHR antag
COc1ccc(N(CC(=O)Nc2ccc3c(c2)OCCO3)S(=O)(=O)c2cccc(C)c2)cc1,0%,.,?,.,5,.,-24%,1%,2%,.,-1
CS(=O)Cc1cc(Oc2ccccc2)nc(-c2ccncc2)n1 (stereo not drawn),-5%,0%,0%,.,-7,-1%,6%,-6%,2%,11%,-1
CCN(C(=O)COC(=O)c1cnc(C)cn1)c1c(N)n(Cc2ccccc2)c(=O)[nH]c1=O,5%,.,1%,.,-1,.,3%,1%,0%,.,-5
NS(=O)(=O)c1ccc(CCNC(=O)CCS(=O)(=O)c2ccc(Br)cc2)cc1,-1%,.,-4%,-9%,-3,0%,15%,-4%,1%,.,-1
COc1ccc2[nH]c3c(=O)n(Cc4ccc(C(=O)N5CCCC5)cc4)c(=S)[nH]c3c2c1,3%,3%,9%,28%,.,8%,13%,0%,3%,4%,-9
O=c1[nH]c(N/N=C/c2ccccc2Br)nnc1-c1ccccc1,-5%,2%,29%,?,2,18%,5%,2%,1%,.,8
O=C(Oc1ccccc1N1C(=O)C2CC=CCC2C1=O)c1ccc(Br)cc1 (stereo not drawn),.,-2%,3%,-4%,5,1%,2%,0%,0%,.,-6
Cc1ccc(/C=C/S(=O)(=O)NCC(=O)OCC(=O)Nc2c(F)cccc2F)cc1,4%,.,-10%,.,-14,.,-2%,?,1%,.,-1
O=C(NCc1nc2ccccc2[nH]1)C1=C[C@H](C2CC2)C[C@H](OCCCCO)O1,8%,-2%,1%,-6%,-31,1%,12%,-27%,2%,1%,16
CCOc1ccc2[nH]c(=O)c(CN(Cc3ccco3)C(=O)c3cccc(F)c3)cc2c1,24%,7%,-1%,-7%,10,7%,1%,-1%,0%,3%,26
CN1CCN(S(=O)(=O)c2ccc3c(c2)CC(=O)N3C)CC1,4%,-7%,3%,5%,-37,.,-2%,-4%,0%,9%,-2
CCOC(=O)COc1ccc(Br)cc1/C=C/c1[nH]c(=O)[nH]c(=O)c1[N+](=O)[O-],0%,21%,0%,-19%,11,-7%,-12%,?,5%,-11%,-40
CC(C)OCCCN1C=C2C(=O)C(C)(OC(=O)CCc3ccccc3)C(=O)C=C2C=C1c1ccc(C#N)cc1 (stereo not drawn),21%,-3%[11.5 µM],-1%,?,13,-10%[11.7 µM],-29%,?,0%,0%,-8
COCCS(=O)(=O)N(Cc1ccc(Br)cc1)[C@@H](C)C(=O)OC,1%,.,.,.,-4,.,-2%,0%,2%,.,-7
Cc1ccc(OCCC(=O)Nc2ccc(S(=O)(=O)Nc3cc(C)nc(C)n3)cc2)cc1,0%,.,1%,.,-11,.,3%,?,0%,.,4
O=C(O)CCCC(=O)NNc1nc(-c2ccccc2)c2cc(Cl)ccc2n1,0%,2%,1%,?,7,-1%,9%,-7%,-1%,0%,-14
CCCCCCCCNC(=O)c1cccnc1SCC(=O)Nc1ccc(OC)cc1OC,-4%,-13%,1%,-9%,-1,2%,1%,-2%,-7%,0%,21
CCCCCc1n[nH]c2c1CCCC2,0%,-6%,2%,-7%,-1,.,0%,?,0%,-1%,6
Cc1ccc(C(=O)CN(C(=O)c2ccc(Cl)c(Cl)c2)N2C(=O)C3C4C=CC(C4)C3C2=O)cc1 (stereo not drawn),-5%,-6%,?,-11%,-10,10%,-19%,-1%,2%,0%,-7
Cc1cc(=O)[nH]c(-c2ccccc2)n1,3%,-4%,0%,-3%,-10,5%,14%,-19%,6%,3%,-8
CS(=O)(=O)Cc1cc(N2CCCC2)nc(-c2ccccc2)n1,0%,0%,2%,.,3,2%,-8%,25%,9%,1%,-3
C/C(=N\NC(=O)CC(C)C)c1ccc(Cl)c(Cl)c1,0%,2%,1%,-6%,-2,10%,3%,?,0%,4%,0
C=CCn1c(SCc2ccccc2F)nc2cc(C(=O)O)ccc2c1=O,-4%,-2%,?,-3%,-1,68%[activator],8%,11%,0%,18%,-25
Cc1ccc(C)c(C(=O)CCC(=O)N2CCN(c3cccc(C(F)(F)F)c3)CC2)c1,2%,.,-4%,.,-2,.,-15%,-1%,1%,.,-32
CC(=O)NCCOc1nc(N(C)C)nc(N2CCOCC2)n1,2%,0%,5%,0%,9,-4%,7%,0%,2%,0%,4
CC(C)CC1NC2(C(=O)N(C)c3ccccc32)C2C(=O)N(C(C)C)C(=O)C12 (stereo not drawn),-1%,-5%,-1%,-1%,-10,-29%,1%,-1%,2%,1%,14
O=C(NC(=S)Nc1ccccc1[N+](=O)[O-])c1ccccc1,-1%,-3%,2%,?,2,.,-9%,-13%,1%,-1%,-31
O=C1c2cccnc2C(=O)N1c1cccc([N+](=O)[O-])c1,3%,.,17%,?,7,-2%,-22%,1%,-2%,.,-3
CCCSCCCNC(=O)CC1Oc2ccccc2NC1=O (stereo not drawn),0%,1%,1%,15%,1,17%,5%,?,?,2%,-7
COc1ccccc1/C=N\N=C(\N)c1ccccn1,-3%,-2%,-8%,1%[11.5 µM],-6,3%,3%,?,5%,.,9
CC(NC(=O)C(NS(=O)(=O)c1cccc2nsnc12)C(C)C)c1ccccc1 (stereo not drawn),4%,4%,0%,?,11,3%,-5%,-14%,-1%,.,-1
Cc1c(CC(=O)O)c(=O)oc2cc(OCc3ccc(F)cc3Cl)ccc12,9%,.,-2%,10%,-2,?,-15%,4%,1%,0%,-28
Cc1ccc(C(=O)c2ccccc2C(=O)Nc2ccccc2)cc1,-4%,.,1%,.,.,.,7%,9%,1%,.,-2
Cc1ccc2nc(-c3ccncc3)cc(C(=O)Nc3ccc(F)cc3C)c2c1,2%,2%,1%,3%,-5,2%,4%,1%,0%,-2%,-6
Cc1c(C2(O)CCCCC2)[nH]c2cnccc12,52%[activator],.,-4%,.,-2,.,-18%,?,0%,.,22
CSc1sc(C(=O)NNC(=O)c2ccc(Cl)cc2)c2c1C=CCC2,-3%,12%,-2%,138%[activator],-2,.,-17%,?,4%,.,-10
COc1ccc(C(=O)/C=C/Nc2cc(C)on2)c(OC)c1,15%,3%,-4%,?,-1,?,-3%,9%,4%,0%,-4
CC(C)C(=O)N1CCN(S(=O)(=O)c2ccc3ccccc3c2)CC1,-3%[11.5 µM],?,2%,2%,11,-12%,12%,-1%,-1%,0%,-13
COCCn1c(SCc2c(F)cccc2Cl)nc2c1c(=O)[nH]c(=O)n2C,2%,1%,-5%,1%,-4,11%,1%,?,-2%,-2%,-7
COC(=O)c1ccc(NC(=O)CSc2nnc(-c3ccncc3)n2C)cc1,6%,1%,1%,1%,-12,-3%,-11%,0%,0%,4%,1
COc1ccc(NC(=O)CN(Cc2ccccc2)Cc2ccccc2)cc1S(N)(=O)=O,1%,3%,-5%,.,8,-18%,-4%,0%,-2%,2%,13
Cc1ccc(C)n1-c1ccc(N2CCOCC2)c(Br)c1,-1%,-8%,-3%,-8%,-7,9%,8%,-12%,3%,0%,0
Cc1cc(C)c(S(=O)(=O)N2CCCCC2C(=O)O)c(C)c1 (stereo not drawn),2%,-1%,1%,-3%,-8,-11%,14%,8%,0%,-2%,-7
CCOC(=O)C1=C(c2ccccc2)NC(=O)N(C(C)=O)C1c1cccc([N+](=O)[O-])c1 (stereo not drawn),5%,3%,-7%,11%,17,-4%,12%,1%,0%,8%,0
CC1CC(C)(C)CC2(C1)NC(=O)N(CC(=O)OCc1ccc(Br)cc1)C2=O (stereo not drawn),0%,.,7%,.,-12,.,-14%,2%,2%,.,32
O=c1c2cc(N3CCOCC3)ccc2[nH]c(=S)n1Cc1cccc(Cl)c1,7%,3%,-3%,-3%,15,?,7%,5%,2%,-3%,3
